Compound activity (PubChem)
EPAC1 antag: blocks human EPAC1 exchange factor; O95398; EPAC1 GEF assay, Rap1b-BODIPY-GDP exchange fluorescence; Potency, µM (doses to about 115 µM), for the others: at the highest dose activity change, negative = inhibition, actives largely listed as inhibitors; 360,000 compounds, 0.14% hits; AID 720709;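 note: potency is the fitted concentration of half-maximal effect; plate controls were vehicle for no effect and positive control for full effect; nearly all actives have a fitted effect of over 50% in size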
PLK1 PBD inh: blocks phosphopeptide binding to human PLK1 polo-box domain; P53350; Plk1 PBD binding of FITC phosphopeptide, fluorescence polarization; Potency, µM, without a hit: max response, negative = inhibition, hits mostly inhibitors; 360,000 compounds, 2.8% hits; note: potency is the fitted concentration of half-maximal effect; series mostly up to about 57 µM; % is set by controls: 0 for no effect and ±100 for the full control effect; nearly all actives have a fitted effect of over 65% in size
IL2 activator: activators of IL-2 | IL-2 activation reporter assay, cell-based qHTS; stimulated with anti-CD3/CD4/CD28 beads; in transgenic mouse T cells | activation, % (series mostly up to about 46 µM) | 360,000 compounds, 0.065% hits | AID 652025; in the data active = activation above about 50%; inconclusive = mostly about 30% to 49%; note: 0% is about no effect
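Unstimulated transgenic mouse T cells preincubated 60 min with compound, then stimulated with anti-CD3/anti-CD4-coated beads plus anti-CD28 for 18 h at 37 degrees C. IL-2 response read as EGFP and DsRed fluorescence by plate cytometry.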
PI5P4Ka inh: inhibitors of human PI5P4K alpha. P48426. PI5P4Kalpha enzyme, ADP-Glo luminescence, 60 min; active compounds read low. max response, %. 330,000 compounds, 1.2% hits. AID 652105; active = max response of -50% or lower; inconclusive = between -30% and -50%; inactive = -30% or higher; note: value at the top dose of about 77 µM; % is set by controls: 0 for no effect and ±100 for the full control effect
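Quantitative HTS of the MLSMR library against PI5P4Kalpha with substrate. ATP added last at 5 microM final; room temperature, 60 minutes. Remaining ATP depleted, ADP converted and read as luminescence.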
WRN inhibitor: blocks human WRN helicase. Potency, µM (titrated, usually from 114 µM), inactives show top-dose activity change, negative = inhibition, hits mostly inhibitors. WRN helicase unwinding, fluorescent forked duplex, kinetic. Q14191. 360,000 compounds, 0.46% hits; note: potency is the fitted concentration of half-maximal effect; % is set by controls: 0 for no effect and ±100 for the full control effect; nearly all actives have a fitted effect of over 55% in size
Target sequence (Q14191 whole entry, looked up): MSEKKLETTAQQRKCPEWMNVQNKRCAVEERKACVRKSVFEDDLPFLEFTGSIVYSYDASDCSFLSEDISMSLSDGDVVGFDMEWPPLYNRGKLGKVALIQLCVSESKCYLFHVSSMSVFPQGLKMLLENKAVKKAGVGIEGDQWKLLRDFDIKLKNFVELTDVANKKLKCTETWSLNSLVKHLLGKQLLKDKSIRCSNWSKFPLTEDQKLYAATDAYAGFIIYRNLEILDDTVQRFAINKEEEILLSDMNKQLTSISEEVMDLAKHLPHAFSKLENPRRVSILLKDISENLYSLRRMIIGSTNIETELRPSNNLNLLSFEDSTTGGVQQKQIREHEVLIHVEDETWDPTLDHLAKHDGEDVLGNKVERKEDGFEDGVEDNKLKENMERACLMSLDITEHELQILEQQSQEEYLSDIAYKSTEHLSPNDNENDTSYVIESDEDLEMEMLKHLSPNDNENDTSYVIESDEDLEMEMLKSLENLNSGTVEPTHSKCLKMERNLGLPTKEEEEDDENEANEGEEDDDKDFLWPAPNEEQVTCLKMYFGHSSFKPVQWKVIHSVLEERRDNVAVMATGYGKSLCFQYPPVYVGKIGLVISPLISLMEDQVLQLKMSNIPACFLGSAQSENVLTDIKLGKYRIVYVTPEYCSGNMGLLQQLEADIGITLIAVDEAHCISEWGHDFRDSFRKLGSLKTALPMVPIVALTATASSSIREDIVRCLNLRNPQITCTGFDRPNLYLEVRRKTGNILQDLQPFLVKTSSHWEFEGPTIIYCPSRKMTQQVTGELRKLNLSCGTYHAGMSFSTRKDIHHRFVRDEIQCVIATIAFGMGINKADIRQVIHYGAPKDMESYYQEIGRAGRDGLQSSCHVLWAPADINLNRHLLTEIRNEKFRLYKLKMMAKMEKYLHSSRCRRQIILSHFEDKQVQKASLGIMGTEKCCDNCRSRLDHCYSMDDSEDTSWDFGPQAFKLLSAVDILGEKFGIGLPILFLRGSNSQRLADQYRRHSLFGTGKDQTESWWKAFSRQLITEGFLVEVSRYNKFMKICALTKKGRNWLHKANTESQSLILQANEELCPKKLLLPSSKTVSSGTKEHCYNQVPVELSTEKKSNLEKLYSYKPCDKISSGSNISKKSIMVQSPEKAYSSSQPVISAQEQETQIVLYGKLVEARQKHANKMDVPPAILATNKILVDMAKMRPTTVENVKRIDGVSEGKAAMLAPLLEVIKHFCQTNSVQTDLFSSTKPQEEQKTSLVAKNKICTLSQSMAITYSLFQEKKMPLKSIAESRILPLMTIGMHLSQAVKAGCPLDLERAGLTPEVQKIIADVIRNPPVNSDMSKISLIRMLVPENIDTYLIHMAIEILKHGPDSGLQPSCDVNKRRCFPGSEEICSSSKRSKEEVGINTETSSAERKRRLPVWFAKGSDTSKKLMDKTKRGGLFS
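WRN at 20 nM final was preincubated with compound for 15 min at room temperature; reaction started with 100 nM forked duplex oligonucleotide carrying fluorophore and quencher plus 2 mM ATP (final). Unwinding followed kinetically by red fluorescence (ex 525/em 598 nm).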
EPAC1 agonist: agonists of human EPAC1. O95398. EPAC1 agonist qHTS, biochemical assay; response scale: 100% = response to 6.5 mM cAMP. Potency, µM (doses to about 154 µM), for the others: top-dose activation, actives largely listed as activators. 360,000 compounds, 0.073% hits; note: potency is the fitted concentration of half-maximal effect; nearly all actives have a fitted effect of over 60% in size
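Nucleotide exchange by EPAC1 (100 nM) on Rap1B–BODIPY-GDP (250 nM) in the presence of 50 uM GDP is tracked fluorescently at 480/540 nm over 30 min. Signals are normalized to a 6.5 mM cAMP control.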
FUS suppressor: FUS proteinopathy suppression in yeast; S. cerevisiae FUS-expressing, growth rescue, OD600, 24 h; Potency, µM (doses to about 76.6 µM), for inactives: at the highest dose growth rescue (activation), actives largely listed as activators; 390,000 compounds, 0.24% hits; AID 1347120;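 note: potency is the fitted concentration of half-maximal effect; plate controls were DMSO vehicle for no effect and reference control for full effect; nearly all actives have a fitted effect of over 55% in size; some results filed as inactive show a strong effect at the top dose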
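FUS-expressing yeast, raffinose-pregrown, induced in 2% galactose minimal medium at OD 0.005; compounds in a dilution series, 24hr at 30C. Growth restoration read as absorbance at 600 nm. CP55940 positive control, DMSO negative.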
Abeta rescue: compounds reversing amyloid beta toxicity in yeast. 410,000 compounds, 0.063% hits. yeast expressing A-beta42, growth rescue, OD600, 48 h; response scale: 0% DMSO, 100% iron-clioquinol control. Potency, µM (highest dose often 46.1 µM), without a hit: top-dose growth rescue, usual class: activators. AID 1347071; note: potency is the fitted concentration of half-maximal effect; nearly all actives have a fitted effect of over 55% in size
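Yeast growth medium received pinned compounds, then yeast cells expressing toxic A-beta were added; plates incubated at 30 C for 48 hr. Growth read as absorbance at 600 nm, normalized to DMSO and equimolar FeCl3 plus clioquinol controls.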
Active calls of the source: *; ? = inconclusive; nt = no result given; & = joins results of further samples; [ ] = another dose, or the depositor's remark. Unless noted, calls come from the whole dose curve; as a rule, active = well fitted curve in the direction sought with a large enough effect; inconclusive = small, poorly fitted or top-dose-only effect, or another doubt; inactive = no such curve, though single readings can be large; an effect the other way counts as inactive or inconclusive.

SMILES	EPAC1 antag	PLK1 PBD inh	IL2 activator	PI5P4Ka inh	WRN inhibitor	EPAC1 agonist	FUS suppressor	Abeta rescue
Cc1cc2cc(CNC(=O)c3ccc4c(c3)OCO4)ccc2[nH]1	-2%	-4%	0.8	nt	-3%	9%	28%	-1%
CCc1ccc(C(=O)Cn2ccsc2=N)cc1	-4%	-10%	0.2	-2	2%	0%	?	-18%
Cc1ccccc1NC(=O)Cn1nc(C(=O)O)c2ccccc2c1=O	-3%	-11%	2.0	-1	-4%	3%	4%	-3%
COc1ccc(S(=O)(=O)NC2CCCCC2)cc1-n1cnnn1	-10%	27µM*	-0.4	-27	-9%	-1%	9%	1%
CCCc1cc(=O)oc2cc(C)cc(OC(C)C(=O)NCCCn3ccnc3)c12 (stereo unspecified)	-1%	-6%	-3.0	-7	0%	-23%	5%	-17%
C[C@]12CC[C@H](O)CC1=CCC1C2CC[C@@]2(C)C1CC[C@@H]2NC(=O)[C@@H](N)Cc1cnc[nH]1 (stereo partly specified)	-1%	-2%	0.2	0	-3%	-6%	32%	-12%
COc1ccc(OCC(=O)N(Cc2sccc2C)C2CCS(=O)(=O)C2)cc1 (stereo unspecified)	?	-8%	-2.5	4	3%	2%	-7%&-8%	-2%&-14%
CC(=O)Nc1ccc(N=NN2CCOCC2)cc1	6%	-13%	0.0	0	2%	8%	-2%	-3%
Cc1cc(OCC(=O)c2ccc(Br)cc2)ccc1N1C(=O)CCC1=O	7%	-5%	-1.8	nt	8%	2%	11%	9%
O=C(CSc1nnc(CNC(=O)c2ccc(F)cc2)o1)NCc1ccc(F)cc1	2%	-13%	1.4	-2	-14%	4%	11%	-6%
Cc1ccc(C(c2cc(Br)ccc2O)N2CCSCC2)cc1 (stereo unspecified)	3%	5%	-2.7	14	-2%	1%	20%	-1%
Cc1nn(C)c(C)c1C(C)NC(=O)c1ccc(OC2CCN(Cc3ccccn3)CC2)cc1 (stereo unspecified)	10%	2.1µM*	2.2	-1	-16%	5%	13%	-4%
CCSc1nc(C)c(CC)c(C)c1C(N)=O	-7%	-3%	-0.3	4	-8%	2%	-17%	11%
Cc1csc2nc(O)c(C(=O)NC3CCCCC3C)c(=O)n12 (stereo unspecified)	-17%	-3%	2.4	2	4%	11%	-3%	-5%
COc1ccc(NC(=O)CN2CCN(c3ccccc3C)CC2)cc1	-7%	-2%	-2.0	0	0%	4%	16%	7%
CCOC(=O)c1c(C)[nH]c(C(=O)/C(C#N)=C/c2ccc(OC)c(OC)c2)c1C	-21%	17µM*	-0.4	-4	3%	-8%	9%	-5%
CCOC(=O)C(CC)Sc1nnc2cc(C)c3ccccc3n12 (stereo unspecified)	7%	3%	-0.4	-2	0%	-3%	-11%	-22%
COc1ccc2[nH]c(=O)c(CN(C(=O)c3cccnc3)c3ccc(C)cc3)cc2c1	3%	-3%	-0.6	-4	13%	4%	4%	-1%
CCC1CCCCN1C(=S)NC1CCCCC1 (stereo unspecified)	-12%	0%	-0.1	-1	-1%	1%	nt	?
CCC(=O)N1CCC(C(N)=O)(N2CCCCC2)CC1	-4%	-9%	-3.8	1	-29%	1%	-14%	-7%
CCc1ccc(OCCCC(=O)Nc2cccc(C(=O)O)c2)cc1	-5%	-2%	3.0	-1	-4%	-2%	-8%	1%
CCC(=O)/C=C1/Sc2ccccc2N1CC	-2%	27µM*	-2.1	-10	-15%	5%	30%	0%[9.22 µM]
O=C(CN1CCN(Cc2ccccc2)C1=O)NCc1cccs1	5%	-13%	-2.2	4	4%	-8%	-17%	-14%
Cc1nc2sc(C)c(C)c2c(=O)o1	8%	-24%	-2.5	-4	-2%	-2%	14%	23%
CSc1nc2ccccc2n1CC(=O)Nc1ccccc1	-8%	1%	0.1	7	-4%	-5%	10%	7%
(further entries)
SMILES	EPAC1 antag	PLK1 PBD inh	IL2 activator	PI5P4Ka inh	WRN inhibitor	EPAC1 agonist	FUS suppressor	Abeta rescue
CC1CCN(c2ccc([N+](=O)[O-])cc2C(=O)NCC2CCCO2)CC1 (stereo unspecified)	-17%	-14%	-3.0	-5	-23%	6%	nt	-1%
N#Cc1c(NC(=O)c2ccc(Cn3cc(Br)cn3)o2)sc2c1CCCCC2	7%	-23%	0.6	2	-19%	16%	18%	8%
CCn1c(CCNC(=O)c2ccc(OC)c(OC)c2)nc2ccccc21	10%	-5%	0.6	nt	5%	10%	17%	-2%
CN(C)c1ccc(-n2cc3c(=O)n(C)c(=O)n(C)c3c2)cc1	-6%	-4%	0.9	?	-13%	-2%	-7%	-3%
Cc1cc(C)cc(Oc2ccc(NC(=O)C3CC=CCC3C(=O)O)cc2)c1 (stereo unspecified)	19%	-5%	-0.4	-7	9%	4%	-10%	-4%
Cc1cccc(NC(=S)N2CCC(NC(=O)C3CCCCC3)CC2)c1	-4%	-4%	-0.9	2	2%	-13%	27%	-16%
CCCc1nc(SCC(=O)Nc2ccc(S(=O)(=O)N(C)C)cc2)c2ccccc2n1	-21%	-6%	-0.6	-2	-6%	0%	nt	-6%
COc1ccc(CNC(=O)C2CCCN(S(=O)(=O)c3cc(C)ccc3OC)C2)cc1 (stereo unspecified)	4%	1%	-2.1	nt	3%	2%	29%	27%
CC1(C)CC(=O)C=C(NC2CCCCCC2)C1	-4%	-5%	-3.9	nt	-3%	-12%	-7%	10%
CC(Oc1ccc2ccc(=O)oc2c1)C(=O)NC1CC(C)(C)NC(C)(C)C1 (stereo unspecified)	-8%	-14%	-3.3	10	-2%	6%	-15%	8%
CC(=O)c1ccc(N2CCN(S(=O)(=O)c3ccc(-c4cnc(C5CC5)o4)cc3)CC2)cc1	3%	-3%	-2.5	-3	-7%	-9%	-12%&1%	0%&-16%
Cc1ccc(S(=O)(=O)CC(=O)N2CCN(c3cccc(C(F)(F)F)c3)CC2)cc1	-3%	1%	-3.3	-1	-7%	-3%	nt	3%
C[C@H](CO)N1C[C@H](C)[C@@H](CN(C)C(=O)Nc2ccc3c(c2)OCCO3)OCc2cnnn2CCCC1=O	-23%	5%	1.9	2	1%	2%	-7%	2%
O=C(CC12CC3CC(CC(C3)C1)C2)NC(=S)Nc1ccc(CN2CCOCC2)cc1	2%	-1%	-0.1	1	-3%	14%	?	21%
Clc1ccccc1CN1CCSCC1	19%	0%	0.1	-5	3%	2%	18%	13%
COc1ccc(NC(=O)CSc2nc(N)c(NC(=O)c3ccccc3F)c(=O)[nH]2)cc1	-4%	5%	-0.2	-2	-14%	-3%	nt	5%
CCOC(=O)CSc1nnc(-c2nnc(SCC(=O)OCC)n2CC)n1CC	0%	3%	0.1	8	-1%	-8%	-3%	21%
CC(C)(C)n1ncc2c(=O)n(Cc3cccc(Cl)c3)cnc21	-2%	6%	0.2	-8	-7%	-12%	-19%	-3%
Oc1ccc(-c2csc(-c3cccnc3)n2)cc1O	-11%	-16%	0.2	-16	?	4%	15%	-2%
C=CCn1c(COc2ccc(OC)cc2)nnc1SCn1nnc2ccccc2c1=O	12%	-3%	0.2	-12	10%	-4%	nt	-9%
CC(C)(C)c1ccc(/C=C2\Oc3cc(O)ccc3C2=O)cc1	-9%	7%	-1.1	18	-13%	8%	-6%	-23%
N#Cc1cccc(C(=O)Nc2ccc(S(=O)(=O)Nc3nccs3)cc2)c1	19%	-19%	0.3	-13	-1%	0%	21%	4%
COc1ccc(/C=C/C(=O)NC(=S)N2CCN(c3ccccc3OC)CC2)cc1	-1%	-23%	-0.4	-3	11%	12%	17%	13%
CCc1ccccc1NC(=S)N(Cc1ccc(OC)cc1)CC1CCC(C(=O)O)CC1 (stereo unspecified)	4%	-19%	0.3	0	-6%	-2%	29%	4%
COC(=O)c1ccc2nc(-c3ccc(F)cc3)c(Cc3cccc(Cl)c3)n2c1	0%	-6%	1.2	11	1%	11%	10%	-8%
O=S(=O)(NCCS(=O)(=O)N1CCN(c2ccccc2)CC1)c1ccccc1	23%	-19%	2.7	2	-3%[57.1 µM]	-4%	14%&-1%	-3%&0%
COc1cc2[nH]cc(C(=O)NCc3cccs3)c(=O)c2cc1OC	4%	-10%	0.4	nt	-5%	0%	41%	5%
CC(C)c1ccc(NC(=O)C(c2ccccc2)N2CCN(C=O)CC2)cc1 (stereo unspecified)	-8%	-5%	0.8	0	2%	-2%	19%	15%
Fc1cc(F)cc(-c2oncc2-c2nnnn2-c2ccccc2)c1	-1%	?	-1.0	2	-12%	-2%	16%	-4%
N#Cc1c(NC(=O)C2CC(Cl)=CCC2C(=O)O)sc2c1CCCC2 (stereo unspecified)	-11%	-14%	-1.5	-10	0%	11%	10%	-2%

Random draw from the library (roughly 4.1% active in at least one column).
